ERK AVP block = inhibitors of vasopressin-stimulated ERK signaling pathway; 72,000 compounds, 0.99% hits; HEK293-V1b, vasopressin-stimulated pERK AlphaScreen; Potency, µM (highest dose often 57.5 µM), without a hit: at the top dose activity, negative = inhibition, hits mostly inhibitors; AID 995; further: potency means the concentration at half of the fitted maximal effect; on the % scale 0 is the no-effect control and ±100 the full control effect; nearly all actives have a fitted effect of over 55% in size
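Overnight-seeded V1b-HEK293 cells in 1% FBS got compound, then vasopressin (25 nM final, 5 min, 37C), then lysis buffer. AlphaScreen detection of phospho-ERK; activity normalized to basal and full-stimulation controls.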
Hsp90 Hop PPI = changes Hsp90-Hop TPR2A binding signal, up or down; AID 595; Potency, µM (top dose mostly 57 µM), for the others: at the highest dose activity change, negative = inhibition; AlphaScreen TPR2A-His6 binding biotin-Hsp90 C-terminal peptide; 71,000 compounds, 0.44% hits; active means well fitted curve in either direction with a large enough effect; inconclusive means small, poorly fitted or top-dose-only effect, or another doubt; further: potency means the concentration at half of the fitted maximal effect; on the % scale 0 is the no-effect control and ±100 the full control effect; many of its hits are not listed in these tables
UbGFP stabilizer = proteasome inhibitors stabilizing ubiquitin-GFP reporter; Ubiquitin-GFP reporter cells, proteasome inhibition, GFP fluorescence; response scale: untreated = 0%, 10 µM MG-132 = 100%; Potency, µM (titrated, usually from 45.9 µM), for inactives: at the highest dose activation (GFP accumulation), most hits filed as activators; 67,000 tested, under 10 active; AID 526; active means well fitted activation curve with a large enough effect, not every such curve was filed as active; inconclusive means small, poorly fitted or top-dose-only effect, or another doubt; inactive means no such curve, though single readings can be large or run the other way; further: potency means the concentration at half of the fitted maximal effect
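Proteasome blockade was scored as a rise in GFP-expressing U2OS cells carrying a ubiquitin(G76V)-GFP construct, imaged after 4 hr compound treatment at 37 °C across a 46 uM–2.9 nM series.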
Fluorescein autfl = compound fluoresces in the fluorescein spectral region. AID 593. Compound autofluorescence, 480/540 nm, fluorescein-equivalent; active compounds read high. max fluorescein-equivalent concentration, M. 59,000 compounds, 0.91% hits; in the data active means max fluorescein-equivalent concentration above about 10 nM; inconclusive means between about 1.1 nM and that limit
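Each compound is tested across a concentration series in 100 mM Tris buffer at pH 8.0. After 15 min at room temperature, plates are imaged with 480 nm excitation and 540 nm emission filters, and intensities are converted to fluorescein-equivalent values.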
Texas Red fluor = compounds fluorescent in Texas Red spectral region; max dye-equivalent concentration, M; Compound fluorescence, Texas Red channel, 547/618 nm; active compounds read high; 59,000 compounds, 0.06% hits; in the data active means max dye-equivalent concentration above about 10 nM; inconclusive means between about 1.1 nM and that limit
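Compound fluorescence was read after 15 min at room temperature in 100 mM Tris, pH 8.0, using 547 nm excitation and 618 nm emission across a concentration series. It was expressed as Texas Red dye-equivalent concentration from an on-plate standard curve.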
4-MU autofl = 4-MU region autofluorescence. compound autofluorescence, 340/450 nm, 4-MU equivalents; active compounds read high. max dye-equivalent concentration, M. 59,000 compounds, 11% hits. AID 589; in the data active means max dye-equivalent concentration above about 10 nM; inconclusive means mostly about 1.1 nM to 9.6 nM
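Intrinsic fluorescence at 340/450 nm (ex/em) was read after 15 min at room temperature in pH 8.0, 100 mM Tris. Each compound concentration expressed as 4-MU-equivalent concentration from a six-point 4-MU standard series on each plate.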
A350 fluor = A350 region autofluorescence; Compound autofluorescence, 340/450 nm, Alexa 350 dye-equivalents; active compounds read high; max dye-equivalent concentration, M; 59,000 compounds, 11% hits; AID 590; in the data active means max dye-equivalent concentration above about 10 nM; inconclusive means mostly about 1.1 nM to 9.6 nM
HBB splice mod = modulators of hemoglobin beta chain splicing. HBB splicing reporter cell assay, activation; EGFP reporter with mutant IVS2-654 intron; response scale: normalised to 500 nM splice-correcting PNA. Potency, µM (highest dose often 46.1 µM), without a hit: at the highest dose activation, hits mostly activators. 65,000 compounds, 0.06% hits. AID 925; further: potency means the concentration at half of the fitted maximal effect; 0% is about no effect
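HeLa cells stably expressing EGFP interrupted by mutant beta-globin intron 2 (IVS2-654), 500/well in 2% FCS. Treated with compound for 2 days at 37C. Splicing correction scored as total well GFP intensity (488 nm excitation, 500-520 nm emission); 500 nM antisense PNA served as control.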
Epigenetic mod = epigenetic modulators derepressing GFP locus in mouse cells | mouse C127i GFP locus derepression, cytometry, 30 h | Potency, µM (doses to about 46.1 µM), for the others: top-dose GFP derepression (activation) | 68,000 compounds, 0.09% hits | AID 597; further: % of control where 0% means no effect
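Read-out is the number of GFP-positive cells, scored as fluorescent objects 20 to 120 um wide, reflecting derepression of a silenced CMV-GFP reporter in murine C127i cells after 30 h compound exposure at 37 C.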
FLuc inh = inhibitors of firefly luciferase; AID 411; Potency, µM (highest dose often 57.1 µM), for the others: at the top dose activity change, negative = inhibition, actives largely listed as inhibitors; 72,000 compounds, 2.2% hits; P08659; purified firefly luciferase, luminescence, 8 min; further: potency means the concentration at half of the fitted maximal effect; on the % scale 0 is the no-effect control and ±100 the full control effect; nearly all actives have a fitted effect of over 40% in size
Target sequence (P08659 whole entry, looked up): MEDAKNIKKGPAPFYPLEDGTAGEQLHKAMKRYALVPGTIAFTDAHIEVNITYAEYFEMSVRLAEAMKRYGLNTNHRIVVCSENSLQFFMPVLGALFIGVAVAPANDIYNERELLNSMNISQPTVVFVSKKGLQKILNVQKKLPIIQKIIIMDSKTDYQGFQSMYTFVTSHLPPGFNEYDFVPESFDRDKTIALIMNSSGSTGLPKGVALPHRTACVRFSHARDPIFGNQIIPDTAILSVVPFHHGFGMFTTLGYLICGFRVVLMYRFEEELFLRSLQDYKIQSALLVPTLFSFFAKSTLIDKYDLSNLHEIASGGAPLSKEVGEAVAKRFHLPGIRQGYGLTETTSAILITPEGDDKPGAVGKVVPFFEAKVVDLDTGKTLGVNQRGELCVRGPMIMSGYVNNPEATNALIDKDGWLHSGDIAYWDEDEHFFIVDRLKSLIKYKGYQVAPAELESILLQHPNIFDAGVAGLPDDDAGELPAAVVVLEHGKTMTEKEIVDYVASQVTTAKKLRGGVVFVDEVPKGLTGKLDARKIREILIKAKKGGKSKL
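Compounds were tested as concentration series (qHTS) against purified P. pyralis luciferase with luciferin and 10 uM ATP in 50 mM imidazole pH 7.2, 50 mM KCl, 7 mM MgCl2, 0.01% Tween 20, 0.05% BSA. Luminescence was read after 8 min at ambient temperature.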
CRE-bla Fsk = CRE-bla signaling modulation under forskolin stimulation. CHO CRE-bla reporter (cAMP response element driving beta-lactamase), forskolin EC10, beta-lactamase ratio. Potency, µM (highest dose often 38.2 µM), without a hit: at the highest dose activity change, negative = inhibition, usual class: activators. 71,000 compounds, 2.5% hits; active means well fitted activation curve with a large enough effect in the signal ratio, with a control signal flat, not every such curve was filed as active; inconclusive means small, poorly fitted or top-dose-only effect, or effect the other way, or a change in a side signal; the % refers to the signal ratio; further: potency means the concentration at half of the fitted maximal effect; % of control where 0% means no effect
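Cells were plated overnight at 37 °C, exposed to compound titrations plus EC10 NKH 477 for 3 h, then given CCF4 dye for 2 h at room temperature. Blue/green (460/530 nm) ratio was converted to %Activity and AC50 values calculated.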
* hit, by the source's call; i = inactive; ? = inconclusive; · = not tested or not shown; [ ] = another dose, or the depositor's remark. Unless noted, the call rests on the fitted dose curve; in most records, active means well fitted curve in the direction sought with a large enough effect; inconclusive means small, poorly fitted or top-dose-only effect, or another doubt; inactive means no such curve, though single readings can be large; an effect the other way counts as inactive or inconclusive. An excerpt; the hit share may differ from the screen's.

Results follow in this order: ERK AVP block	Texas Red fluor	HBB splice mod	UbGFP stabilizer	A350 fluor	Hsp90 Hop PPI	CRE-bla Fsk	Epigenetic mod	FLuc inh	4-MU autofl	Fluorescein autfl
- COc1cccc(NC(=O)c2nnn(CCc3ccccc3)c2N)c1
    -11%	·	0.7%	-9%	·	-9%[2.3 µM]	-8%	·	?	·	·
- N#Cc1cnc(SCCc2ccccc2)nc1N
    -3%	i	4.0%[57.5 µM]	0%	?	-2%	?	2%	-1%	?	?
- CC(=Nc1ccc(C)c(C)c1)C1=C(O)CSC1=O
    0%	·	-0.3%	7%	·	-5%	4%	0%	-12%	·	·
- COC(=O)[C@H](C(C)C)n1c(C)c(C(C)=O)c(C(C)=O)c1C
    1%	i	-0.1%	1%	i	0%	2%	2%	3%	i	i
- CS(=O)(=O)N(CC(=O)N1CCN(c2ccccc2)CC1)C1CCCCC1
    -14%	?	0.5%	8%	i	-1%	2%	-5%	0%	i	i
- CCC1Cc2c(nc3c4c(nc(N5CCOCC5)c(C#N)c24)NC(C)=N3)O1 (stereo unspecified)
    8%	i	0.3%[57.5 µM]	-3%	1.4e-07M*	-2%	?	0%	0%	1.2e-07M*	?
- CN(C)c1cc(NC(=O)CN2CCOCC2)c2ccccc2n1
    10%	·	0.5%	-7%	·	-4%[2.3 µM]	14%	·	2%	·	·
- C=C(C)Cn1c(NCCOC)nc2c1c(=O)[nH]c(=O)n2C
    15%	i	-0.1%[57.5 µM]	6%	i	55%	10%	1%	1%	i	i
- COC(=O)C1CCN(c2cc(=O)n(Cc3ccc(F)cc3)c(=O)[nH]2)CC1
    -19%	i	6.4%[0.369 µM]	-1%	i	-4%	2%	0%	-1%	i	?
- Cc1cc(C)c(NC(=O)CS(=O)CC(=O)Nc2cccnc2)c(C)c1 (stereo unspecified)
    -7%	i	·	0%	i	-2%	-1%	2%	-1%	i	i

Further results follow.
Results follow in this order: ERK AVP block	Texas Red fluor	HBB splice mod	UbGFP stabilizer	A350 fluor	Hsp90 Hop PPI	CRE-bla Fsk	Epigenetic mod	FLuc inh	4-MU autofl	Fluorescein autfl
- O=C(O)CCCC(=O)N1CCN(C(c2ccccc2)c2ccccc2)CC1
    ·	i	·	·	i	·	·	11%[20.6 µM]	3%[25.5 µM]	i	i
- N#CCCn1c(=O)c(CCc2ccccc2)nc2cnc(Oc3cccc(Cl)c3)nc21
    6%	i	0.2%	7%	i	7%	9%	2%[9.22 µM]	0%[11.4 µM]	i	i
- O=C(CCC1CC(=O)Nc2ccccc21)NCc1cccnc1 (stereo unspecified)
    -16%	·	-0.5%	17%	·	-4%	-16%	-3%	2%	·	·
- O=C(CCCN1C(=O)c2ccccc2C1=O)N1CCN(c2ccccn2)CC1
    -21%	i	-0.2%	-4%	i	-2%	7%	2%	-2%	i	?
- Cc1ccc(CSc2nc3c(c(=O)[nH]2)CCC3)cc1
    -8%	·	0.1%[9.22 µM]	-6%	·	2%	4%	-2%	-1%	·	·
- COc1ccc(CNC(=O)CN(CC2CCCO2)C(=O)CNS(=O)(=O)c2ccc(C)cc2)cc1 (stereo unspecified)
    3%	i	·	7%	1.2e-08M*	-5%	-3%	-3%	0%	1.2e-08M*	?
- CCCOc1c(Br)cc(C(=O)NCC)cc1OC
    -6%	i	3.7%	1%	i	0%	12%	0%	1%	i	i
- CCCCN(CC)CCNC(=O)c1cc2c(=O)n(C)c3ccccc3c2n1C
    -23%	·	-0.6%	-9%	·	-5%[2.3 µM]	?	·	-1%	·	·
- O=C(O)CSc1nnc(C2CC2)n1-c1ccccc1
    15%	i	-0.2%	-4%	i	?	-3%	0%	1%	i	i
- COc1ccc(S(=O)(=O)N2CCCC(C(=O)N3CCOCC3)C2)cc1C (stereo unspecified)
    -10%	i	0.3%	6%	i	-5%	4%	3%	7%	i	i

(cont.)
Results follow in this order: ERK AVP block	Texas Red fluor	HBB splice mod	UbGFP stabilizer	A350 fluor	Hsp90 Hop PPI	CRE-bla Fsk	Epigenetic mod	FLuc inh	4-MU autofl	Fluorescein autfl
- Cn1c(=O)cc(SCC(=O)N2CCOCC2)c2ccc(Cl)cc21
    12%	i	-0.3%	0%	i	?	7%	2%	-1%	i	i
- CCCCn1c(C(C)NC(=O)c2cccs2)nc2ccccc21 (stereo unspecified)
    3%	?	4.5%	1%	i	0%	-6%	-1%	0%	i	i
- CCCC1(CCC)NC(=O)N(CC(=O)Nc2ccccc2OC)C1=O
    5%	i	0.1%[57.5 µM]	-1%	i	1%	-8%	0%	-1%	i	i
- c1ccc2c(c1)nc(N1CCOCC1)c1nnnn12
    -21%	·	-0.1%	-6%	·	0%	12%	-3%	-3%	·	·
- CCCS(=O)(=O)N1CCN(Cc2ccccc2OCC)CC1
    -7%	i	-0.1%	1%	?	-2%	-2%	0%	2%	?	i
- CCOC(=O)C1CCCN(C(=O)c2ccccc2Oc2ccccc2)C1 (stereo unspecified)
    -1%	·	-1.5%[0.0738 µM]	-9%[9.17 µM]	·	-4%[11 µM]	?	-2%	1%	·	·
- O[C@@](CCN1CCCCC1)(c1ccccc1)C1CCCCC1
    -3%[25.7 µM]	?	1.1%[20.6 µM]	9%[20.5 µM]	i	-6%[26 µM]	-10%[17.1 µM]	2%[20.6 µM]	-3%[25.5 µM]	i	?
- Cn1c(=O)c2c3c(sc2n2c(SCc4ccccc4)nnc12)CCCC3
    ·	i	·	·	i	·	·	0%[20.6 µM]	3%[25.5 µM]	i	i
- Cc1ccc(CNC(=O)c2cc3c(=O)n4ccccc4nc3n(Cc3ccco3)c2=N)cc1
    ·	i	·	·	7.2e-08M*	·	·	2%[20.6 µM]	-1%[25.5 µM]	6.5e-08M*	?
- CC(C)(C)n1nc2c(c1NC(=O)c1ccc(S(=O)(=O)N3CCCC3)cc1)CSC2
    -15%	i	-0.4%	-7%	i	-2%	-6%	-2%	0%	i	i

Some values from the results shown.
For Hsp90 Hop PPI, `CCCCn1c(C(C)NC(=O)c2cccs2)nc2ccccc21` (stereo unspecified) has the entry 0%
For UbGFP stabilizer, `c1ccc2c(c1)nc(N1CCOCC1)c1nnnn12` has the entry -6%

More records:
Results follow in this order: ERK AVP block	Texas Red fluor	HBB splice mod	UbGFP stabilizer	A350 fluor	Hsp90 Hop PPI	CRE-bla Fsk	Epigenetic mod	FLuc inh	4-MU autofl	Fluorescein autfl
- CN1CCN(C2=C(Cl)C(=O)N(C3CCCCC3)C2=O)CC1
    -24%	i	·	0%	i	-5%	-15%	3%	1%	i	i
- COc1ccc(C(=O)Oc2ccc3c(c2)OCO3)cc1OC
    -9%	·	2.0%	-12%	·	7%	15%	-2%	-13%	·	·
- CC(C)N(C#N)c1nc(N2CCOCC2)nc(N2CCOCC2)n1
    -11%	?	-0.6%	-2%	i	-2%	5%	4%	-1%	i	i
- COc1cccc(-c2nn(-c3ccccc3)cc2C(=O)O)c1
    -28%	i	-0.2%[57.5 µM]	-4%	i	3%	4%	0%	-5%	i	i
- COCCn1c(C)cc(C(=O)CSc2nncn2-c2ccccc2)c1C
    5%	i	-2.0%	1%	i	-3%	?	2%	?	i	i
- CN(c1ccc(C(=O)NCc2cccnc2)cc1)S(C)(=O)=O
    43%	i	2.0%	-3%	i	?	-4%	0%	1%	i	i
- CCN(CC)S(=O)(=O)c1ccc(NC(=O)Cn2cnc3ccccc3c2=O)cc1
    -6%	i	-0.6%	-4%	i	-8%	-13%	-2%	-1%	i	i
- Cc1cc(C(=O)Nc2c(C)n(C)n(-c3ccccc3)c2=O)c(C)o1
    4%	i	7.9%	1%	i	-3%	-6%	5%	2%	i	i
- C(=NCCCN1CCOCC1)c1ccc2c(c1)OCO2
    1%	·	1.5%	-9%	·	-4%	0%	-4%	0%	·	·
- O=C(CSc1nc2ccccc2s1)c1sc2sc3ccccc3[n+]2c1O
    -1%[11.5 µM]	?	?	-5%[9.17 µM]	i	?	7%[7.6 µM]	-3%[9.22 µM]	1%[11.4 µM]	i	?

Next part.
Results follow in this order: ERK AVP block	Texas Red fluor	HBB splice mod	UbGFP stabilizer	A350 fluor	Hsp90 Hop PPI	CRE-bla Fsk	Epigenetic mod	FLuc inh	4-MU autofl	Fluorescein autfl
- O=S(=O)(CCc1nnc(-c2ccccc2)o1)c1ccc2ccccc2c1
    11%	·	1.9%[9.22 µM]	0%	·	-1%	-7%	0%	3%	·	·
- COc1ccccc1-c1cncnc1NCCNC(C)=O
    -17%	i	0.0%	-5%	i	-13%	0%	-3%[9.22 µM]	0%[2.29 µM]	i	i
- CCCCC(=O)Nc1nnc(SCC(=O)N2CCN(c3ccccc3OC)CC2)s1
    5%	i	·	-2%	i	-2%	0%	0%	-1%	i	i
- Cc1cccc2cc(C(c3nnnn3CC3CCCO3)N3CCCC4(CCCCC4)C3)c(=O)[nH]c12 (stereo unspecified)
    5%	?	0.3%[57.5 µM]	-2%	?	-3%	-4%	3%	-6%	?	?
